Assay outcomes (PubChem BioAssay)
M4 ag = agonists of human muscarinic M4 receptor (CHRM4). hit rate 0.14% among 360,000. activation, % at 3 µM. P08173. CHO-K1 hM4/Gqi5, Fluo-8 calcium fluorescence; vehicle 0%, full acetylcholine response 100%;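 active = activation above the run mean over all test wells plus 3 SD, cut at about 32% in these data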;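 also: peak over basal fluorescence ratio per well then scaled between controls; 0% = DMSO wells and 100% = acetylcholine at EC100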
IDE inh = inhibitors of human insulin-degrading enzyme in cells. AID 434962. HEK cells, FAbetaB cleavage, fluorescence polarization. hit rate 0.41% among 320,000. P14735. inhibition, % at 5.59 µM;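 active = percent inhibition above the average of all tested compounds plus 3 SD, set per screening campaign, cut at about 16% in these data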;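 also: IDE supplied by intact live HEK cells; FP after avidin binding of uncleaved biotin substrate so inhibition keeps polarization high; 0% = DMSO wells and 100% = 60 µM reference IDE inhibitor Ii1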
Target sequence (P14735 whole entry, looked up): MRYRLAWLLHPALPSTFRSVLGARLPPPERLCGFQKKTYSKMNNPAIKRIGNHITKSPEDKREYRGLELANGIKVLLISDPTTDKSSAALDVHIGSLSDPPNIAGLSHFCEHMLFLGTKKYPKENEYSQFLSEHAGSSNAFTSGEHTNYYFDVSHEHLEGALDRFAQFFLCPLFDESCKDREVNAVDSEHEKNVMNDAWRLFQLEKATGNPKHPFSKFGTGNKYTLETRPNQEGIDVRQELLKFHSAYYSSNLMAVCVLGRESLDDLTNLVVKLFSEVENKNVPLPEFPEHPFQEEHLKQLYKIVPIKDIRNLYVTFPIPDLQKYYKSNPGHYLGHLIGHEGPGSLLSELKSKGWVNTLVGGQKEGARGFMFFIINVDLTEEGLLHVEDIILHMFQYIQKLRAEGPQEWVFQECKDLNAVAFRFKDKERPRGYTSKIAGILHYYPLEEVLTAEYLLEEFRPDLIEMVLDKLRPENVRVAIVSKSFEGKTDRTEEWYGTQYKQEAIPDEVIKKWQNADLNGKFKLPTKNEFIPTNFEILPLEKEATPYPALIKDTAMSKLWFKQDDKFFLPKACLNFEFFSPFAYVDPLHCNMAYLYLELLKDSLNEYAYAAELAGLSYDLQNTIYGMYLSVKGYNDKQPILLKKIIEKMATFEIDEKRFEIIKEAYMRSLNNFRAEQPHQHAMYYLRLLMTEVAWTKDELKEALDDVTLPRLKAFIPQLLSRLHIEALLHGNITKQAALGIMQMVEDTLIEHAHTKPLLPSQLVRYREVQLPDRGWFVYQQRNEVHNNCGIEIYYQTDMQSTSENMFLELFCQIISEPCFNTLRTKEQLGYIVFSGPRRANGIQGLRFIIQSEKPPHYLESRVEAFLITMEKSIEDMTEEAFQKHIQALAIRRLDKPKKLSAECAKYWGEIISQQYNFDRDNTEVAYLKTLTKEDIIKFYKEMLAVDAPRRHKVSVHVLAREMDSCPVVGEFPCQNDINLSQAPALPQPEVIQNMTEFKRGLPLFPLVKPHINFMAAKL
CHRM5 PAM = potentiates acetylcholine response at human M5 receptor. CHO-K1 hM5, Fluo-8 calcium, ACh EC20 PAM; 0% = ACh EC20, 100% = ACh EC100. activation, % at 3 µM. hit rate 0.3% among 360,000;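 active = activation above the run cutoff, the mean activation of all test compounds plus 3 SD, cut at about 18% in these data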
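System: CHO-K1 cell line with stable human muscarinic M5 receptor expression | Also added: EC20 acetylcholine as agonist stimulus | Compound: One concentration, 3 µM final (nominal) | Timing: Fluo-8 loading 80 min at 37 °C plus 30 min room temperature | Measured by: Fluo-8 calcium dye fluorescence, kinetic read | Read-out basis: % activation, ACh-normalized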
CHRM4 PAM = potentiates acetylcholine response at human M4 receptor; P08173; activation, % at 3 µM; hit rate 0.4% among 360,000; CHO-K1 hM4/Gqi5, Fluo-8 calcium fluorescence, ACh EC20; 0% = ACh EC20, 100% = maximal ACh; AID 624126;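 active = activation above its plate's cutoff, the mean activation of sample wells plus 3 SD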; also: some results filed as inactive read as strong as hits
CHRM4 antagonist = blocks acetylcholine activation of human M4 receptor; CHO-hM4 cells, ACh EC80, Fluo-8 calcium fluorescence; P08173; hit rate 0.73% among 360,000; AID 624125; inhibition, % at 3 µM;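 active = inhibition above its plate's cutoff, the mean inhibition of sample wells plus 3 SD, cut at about 27% in these data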;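 also: 0% = acetylcholine EC80 with DMSO and 100% = DMSO without agonist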
CHRM5 antagonist = antagonists of human muscarinic M5 receptor (CHRM5) | P08912 | CHO-hM5 cells, Fluo-8 calcium fluorescence, ACh EC80 | inhibition, % at 3 µM | hit rate 0.59% among 360,000 | AID 624040;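 active = inhibition above a per-plate cutoff, the mean of that plate's test compounds plus 3 SD, cut at about 27% in these data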;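 also: 0% = acetylcholine EC80 with DMSO and 100% = DMSO without agonist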
CRFBP-R2 agonist = CRF-BP/CRF-R2 complex agonism. HEK293 CRF-R2/CRF-BP, calcium dye fluorescence (FLIPR); percent of saturating CRF peptide response. activation, % at 13.2 µM. hit rate 0.46% among 350,000. AID 588473;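 active = activation of at least 50%, plus an integration ratio under a set limit after plate pattern correction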;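 also: plate controls were neutral control wells without compound for no effect and CRF at EC100 for full effect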
CHRM5 agonist = CHRM5 agonism in calcium assay. CHO-K1 hM5 cells, Fluo-8 calcium fluorescence; 0% DMSO wells, 100% maximal acetylcholine response. P08912. activation, % at 3 µM. hit rate 0.19% among 360,000;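 active = activation above the run's mean over test compounds plus 3 SD, cut at about 23% in these data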;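 also: signal is peak over basal fluorescence ratio across the kinetic read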
CRFBP-R2 block = antagonists of CRF-binding protein/CRF-R2 receptor complex. HEK293 CRF-R2/CRF-BP, CRF-induced calcium fluorescence. inhibition, % at 11.8 µM. hit rate 0.59% among 350,000;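 active = inhibition of the ligand-induced calcium signal above about 50% at the single tested concentration, limit read from the data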
Active calls of the source: *; nt = not tested or not shown.

SMILES	M4 ag	IDE inh	CHRM5 PAM	CHRM4 PAM	CHRM4 antagonist	CHRM5 antagonist	CRFBP-R2 agonist	CHRM5 agonist	CRFBP-R2 block
Cc1ccc(OCC(=O)Oc2ccc(C(C)C)cc2)cc1	0	0	0	0	9	14	5.5	-1	19
O=C(CCc1ccccc1)NC(=S)Nc1ccccc1Br	-1	2	6	0	-7	5	1.0	-5	-6
CCN(CC)c1ccc(C2=NNC(=O)CC2C)cc1[N+](=O)[O-] (stereo not given)	5	1	-5	8	-4	-4	-0.8	3	23
CCc1c(C)sc(NC(=O)c2cc(-c3cc(OC)ccc3OC)on2)c1C#N	1	1	-2	6	-9	0	2.9	0	-6
C[C@H](CO)N1C[C@H](C)[C@H](CN(C)C(=O)Nc2cccc(F)c2)Oc2cc(C#CC3(O)CCCC3)ccc2S1(=O)=O	1	nt	2	5	-18	-3	-0.9	0	-9
COc1ccccc1OCC(=O)NN=C(Cc1ccccc1)Cc1ccccc1	1	9	-4	-2	4	6	0.8	-3	1
Cc1ccc(CN(CC(=O)N/N=C/c2ccccc2[N+](=O)[O-])S(=O)(=O)c2ccc(C)cc2)cc1	-2	0	0	-4	1	4	-2.1	-5	6
O=C(Nc1cccnc1)c1ccc(COc2ccccc2Br)cc1	10	4	-10	-12	5	6	0.4	2	-13
COC(=O)c1ccc(C)c(NC(=O)Cn2cnc3ccccc3c2=O)c1	3	4	6	8	-7	-8	-0.3	3	17
Cc1ccc(NC2=NC(c3ccc(F)cc3)n3c(nc(C)cc3=O)N2)cc1 (stereo not given)	0	7	5	-2	-4	5	0.1	2	-6
Cc1ccc2nc(SCC(=O)NCC3CCCO3)c(C#N)cc2c1 (stereo not given)	0	1	2	4	-2	-13	-5.8	-4	-1
Cn1c2c(c3ccccc31)CC/C2=N\O	0	2	-4	7	-1	-5	1.6	-10	-45
Cc1cccc(-n2c(Cc3cc(=O)[nH]c(=O)[nH]3)nnc2SCC(=O)NCC2CCCO2)c1 (stereo not given)	1	2	0	7	-16	1	0.4	0	11
CCOC(=O)c1cnc2c(c(C)nn2C)c1Oc1cc(Cl)cc(Cl)c1	0	3	-3	4	-4	10	1.4	-4	14
CCS(=O)(=O)Nc1cccc(-c2nc3cccnc3s2)c1	3	7	-8	-12	-4	4	-0.5	-1	-13
CC(C)Nc1nc(-c2cccnc2)nc(-c2ccc(Cl)cc2)c1C#N	0	4	-2	4	-11	9	-0.8	-3	-5
CC(C)=CC(=O)N1CCCc2ccccc21	1	1	0	3	-2	-6	1.9	2	15
O=C(O)CCS(=O)(=O)Cc1ccccc1F	1	-9	6	23	-6	-4	1.4	-2	8
CSc1nc(/C=C2\C=Nc3ccccc32)c(O)n1C	2	3	-6	10	3	7	-7.5	-2	17
CC(NC(=O)CNC(=S)N(Cc1cccs1)C1CCCC1)c1ccccc1 (stereo not given)	-1	1	-9	-2	-4	14	-0.5	-6	10
CSCCC(NC(=O)c1ccco1)C(=O)NCC(c1ccccc1)N(C)C (stereo not given)	2	0	11	4	1	-5	0.4	-2	-2
Cc1cc(F)ccc1S(=O)(=O)N1CCCOC1CNC(=O)C(=O)NCc1ccncc1 (stereo not given)	1	6	-3	3	-4	7	0.6	-3	-12
CCOC(=O)C1CCCN(C(=O)CCC(=O)Nc2ccc3nc(N4CCOCC4)cc(C)c3c2)C1 (stereo not given)	6	8	-9	-7	-5	6	-1.0	4	25
O=C(O)c1ccc(CS(=O)(=O)c2c(Cl)cccc2Cl)o1	0	-1	2	2	-1	6	-4.0	-2	10
CCOC(=O)C1=C(COC(=O)c2cc(OC)c(OC)c(OC)c2)NC(=O)NC1C (stereo not given)	20	4	-16	-6	0	9	-0.9	8	9
COc1ccc(-n2c(COc3ccccc3)nnc2SCC(N)=O)cc1	0	5	1	1	10	2	-2.3	2	-7
O=C(CN1C(=O)/C(=C/c2ccccc2)SC1=S)Nc1cccnc1	3	4	-1	6	-8	1	0.4	1	-10
CCOc1cc(N2CCOCC2)c(OCC)cc1NC(=O)CN1C(=O)NC(CC)(c2ccc(F)cc2)C1=O (stereo not given)	7	nt	10	19	-16	-11	-1.7	3	-5
O=C(Cc1ccccc1)N/N=C/c1ccc(Cl)cc1Cl	2	-1	-4	-5	6	2	-1.7	0	-22
CCc1nc2c(OCCC3CCCCC3)cccn2c1N(C)C(=O)c1ccccc1F	-2	nt	-5	-2	-3	2	nt	-3	nt
COCCNC(=O)Cn1nc(-c2ccccc2F)ccc1=O	1	nt	0	7	-21	6	-1.6	-3	9
CNc1[nH]ncc1[N+](=O)[O-]	0	4	-8	11	4	19	1.1	-1	0
COCCOC(=O)c1[nH]c2c(c1C)C(=O)CC(c1ccco1)C2 (stereo not given)	1	1	-2	2	-6	-3	0.7	1	2
CCOc1ccc(OCCCC(=O)N(C)CC(=O)Nc2ccc(N3CCOCC3)cc2)cc1	3	0	9	16	-10	0	2.8	-1	-6
CCCCN1C[C@H](CO)Oc2cccc(F)c2S1(=O)=O	1	nt	-5	6	-3	9	-1.7	0	-26
COC(=O)c1ccc(CSc2ncnc3c2nnn3-c2ccc(F)cc2)o1	1	0	0	4	-11	4	2.9	0	-8
CCCc1cc(=O)oc2cc(OCC(=O)NCCc3c[nH]c4ccccc34)ccc12	2	0	-5	1	-19	4	-0.7	1	-8
CC(=O)NC1C(Oc2ccccc2C)OC(CO)C(O)C1O (stereo not given)	0	3	-2	5	-11	8	2.7	-2	0
O=c1[nH]c(/C=C/c2ccccn2)nc2ccccc12	4	-1	-2	2	-2	12	-1.8	-2	1
Cc1cc(C)n(-c2cc(N3CCN(S(=O)(=O)c4ccc5ccccc5c4)CC3)ccc2[N+](=O)[O-])n1	0	-5	-2	-1	0	-9	4.6	-7	-3
COc1cc(/C=N/N2CCN(c3ccc(Cl)cc3)CC2)cc(OC)c1OC(C)=O	1	10	-4	-6	-2	-6	1.3	6	12
COCCNc1nnc(SCC(=O)N(C)c2c(N)n(Cc3ccccc3)c(=O)[nH]c2=O)s1	1	3	2	3	-5	0	-1.3	0	1
CCCCN1C(=O)C(CC(=O)NCC2CCCCC2)CC(C(=O)N2CCOCC2)=C1C (stereo not given)	1	nt	7	10	-16	-1	-0.5	0	15
CCOC(=O)C1C(c2ccc(O)c(OCC)c2)NC(=S)NC1(O)C(F)(F)F (stereo not given)	1	0	3	13	9	1	-1.4	1	11
CCNC(=O)c1cnn(-c2ccccc2)c1-c1ccccc1	1	10	-7	1	-13	10	1.5	-1	15
O=S(=O)(c1ccc(F)cc1)N1CCCC(c2nc(-c3ccc(F)cc3)no2)C1 (stereo not given)	3	-2	-22	-5	6	20	3.4	-6	3
C[C@H](CO)N1C[C@H](C)[C@@H](CN(C)Cc2ccccc2)Oc2c(NS(=O)(=O)c3cn(C)cn3)cccc2C1=O	3	6	5	15	-3	-4	-1.0	4	0
O=C(c1ccncc1)N1CCN(S(=O)(=O)c2ccc(F)cc2)CC1	1	-2	-3	0	10	1	0.4	-2	-1

Part of the list above, reformatted:
Value order – M4 ag	IDE inh	CHRM5 PAM	CHRM4 PAM	CHRM4 antagonist	CHRM5 antagonist	CRFBP-R2 agonist	CHRM5 agonist	CRFBP-R2 block
- CCOc1ccc(OCCCC(=O)N(C)CC(=O)Nc2ccc(N3CCOCC3)cc2)cc1
    3	0	9	16	-10	0	2.8	-1	-6
- CCCCN1C[C@H](CO)Oc2cccc(F)c2S1(=O)=O
    1	nt	-5	6	-3	9	-1.7	0	-26
- COC(=O)c1ccc(CSc2ncnc3c2nnn3-c2ccc(F)cc2)o1
    1	0	0	4	-11	4	2.9	0	-8
- CCCc1cc(=O)oc2cc(OCC(=O)NCCc3c[nH]c4ccccc34)ccc12
    2	0	-5	1	-19	4	-0.7	1	-8
- CC(=O)NC1C(Oc2ccccc2C)OC(CO)C(O)C1O (stereo not given)
    0	3	-2	5	-11	8	2.7	-2	0
- O=c1[nH]c(/C=C/c2ccccn2)nc2ccccc12
    4	-1	-2	2	-2	12	-1.8	-2	1
- Cc1cc(C)n(-c2cc(N3CCN(S(=O)(=O)c4ccc5ccccc5c4)CC3)ccc2[N+](=O)[O-])n1
    0	-5	-2	-1	0	-9	4.6	-7	-3
- COc1cc(/C=N/N2CCN(c3ccc(Cl)cc3)CC2)cc(OC)c1OC(C)=O
    1	10	-4	-6	-2	-6	1.3	6	12
- COCCNc1nnc(SCC(=O)N(C)c2c(N)n(Cc3ccccc3)c(=O)[nH]c2=O)s1
    1	3	2	3	-5	0	-1.3	0	1
- CCCCN1C(=O)C(CC(=O)NCC2CCCCC2)CC(C(=O)N2CCOCC2)=C1C (stereo not given)
    1	nt	7	10	-16	-1	-0.5	0	15
- CCOC(=O)C1C(c2ccc(O)c(OCC)c2)NC(=S)NC1(O)C(F)(F)F (stereo not given)
    1	0	3	13	9	1	-1.4	1	11
- CCNC(=O)c1cnn(-c2ccccc2)c1-c1ccccc1
    1	10	-7	1	-13	10	1.5	-1	15
- O=S(=O)(c1ccc(F)cc1)N1CCCC(c2nc(-c3ccc(F)cc3)no2)C1 (stereo not given)
    3	-2	-22	-5	6	20	3.4	-6	3

(continued)
SMILES	M4 ag	IDE inh	CHRM5 PAM	CHRM4 PAM	CHRM4 antagonist	CHRM5 antagonist	CRFBP-R2 agonist	CHRM5 agonist	CRFBP-R2 block
Cc1ccccc1NC(=O)c1cccc2c1C(=O)N(C1CCCCC1)C2	0	5	0	10	-5	11	-0.3	-4	21
C#Cc1cccc(NC(=O)CSc2nnc(-c3ccc(C(F)(F)F)cn3)o2)c1	1	-4	3	-4	4	9	0.1	0	14
O=C(CC[C@H]1O[C@@H](n2ccc(=O)[nH]c2=O)[C@H](O)[C@@H]1O)NCCN1CCOCC1	0	nt	-3	1	-6	-2	nt	1	nt
CCCCc1ccc(-c2nc(-c3ccncc3)no2)cc1	0	-8	1	1	-4	2	1.7	-3	-3
CCOc1ccc(CCNS(=O)(=O)c2ccc3c(c2)oc(=O)n3C)cc1OCC	3	2	-6	8	-2	8	-1.1	-4	-6
CC1CC2(C)Oc3ccccc3C3OCC1(CO)C(C)C32 (stereo not given)	0	9	2	1	-2	-3	-1.0	2	0
COc1ccc(C(Nc2cc(C)ccn2)c2ccc3ccc(C)nc3c2O)cc1 (stereo not given)	1	-5	7	5	11	5	-1.1	-2	5
Cc1cc(C)c(C#N)c(N2CCN(C(=O)C3COc4ccccc4O3)CC2)n1 (stereo not given)	9	-3	-8	11	-8	15	0.5	0	1
